TDP43 rescue: rescues yeast growth from TDP-43 toxicity | TDP-43 expressing yeast growth rescue, BacTiter-Glo, 24 h | actives 1.8% (n = 410,000) | AID 652104 | Potency, µM (series often up to 46.1 µM), without a hit: at the highest dose growth rescue (activation), actives largely listed as activators; note: % of control where 0% means no effect; nearly all actives have a fitted effect of over 50% in size
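Luminescence from BacTiter-Glo reports growth of TDP-43-expressing yeast after 24 hr at 30 deg C with compound. Cells were raffinose-pregrown to mid-log, then seeded in galactose medium at OD600=0.02.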
FUS yeast rescue: suppressors of FUS proteinopathy in yeast. S. cerevisiae FUS-expressing, growth rescue, OD600, 24 h. Potency, µM (series often up to 76.6 µM), for the others: top-dose growth rescue (activation), hits mostly activators. actives 0.24% (n = 390,000);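 note: plate controls were DMSO vehicle for no effect and reference control for full effect; nearly all actives have a fitted effect of over 55% in size; some results filed as inactive show a strong effect at the top dose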
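Absorbance at 600 nm, taken 24hr after compound addition, measured rescue of FUS-yeast growth at 30C. Induction used 2% galactose with seeding at OD 0.005. Controls: CP55940 from 92uM final, DMSO only.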
PTHR1 agonist: PTHR1 (human) receptor agonism | Q03431 | HEK293 GP2 PTHR1 cells, GloSensor cAMP luminescence, 1 h | Potency, µM (highest dose often 115 µM), without a hit: top-dose activation, most hits filed as activators | actives 0.075% (n = 410,000); note: nearly all actives have a fitted effect of over 55% in size; some results filed as inactive show a strong effect at the top dose; inactives centre near -15; many of its hits are not listed in these tables
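HEK-293-derived GP2 cells expressing PTHR1 and a GloSensor cAMP reporter, 3,000/well, plated overnight, given luciferin plus IBMX (each 0.5 mM as added) for 1 h at 37 °C, then compound for 1 h at 37 °C. Luminescence was read after 15 min at room temperature.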
EPAC1 agonist: agonists of human EPAC1; O95398; actives 0.073% (n = 360,000); EPAC1 agonist qHTS, biochemical assay; response scale: 100% = response to 6.5 mM cAMP; Potency, µM (doses to about 154 µM), for the others: at the highest dose activation, actives largely listed as activators; note: nearly all actives have a fitted effect of over 60% in size
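Fluorescent GDP-exchange assay: 100 nM EPAC1 with 250 nM Rap1B preloaded with BODIPY-GDP and 50 uM GDP; compounds tested as concentration series, 5 min at room temperature, then read every 5 min for 30 min (ex 480/em 540 nm); normalized to 6.5 mM cAMP.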
EPAC2 antagonist: blocks human EPAC2 exchange factor | Q8WZA2 | EPAC2 GEF exchange of Rap1B-BODIPY-GDP, fluorescence | Potency, µM (highest dose often 114 µM), without a hit: at the top dose activity, negative = inhibition, hits mostly inhibitors | actives 0.18% (n = 360,000) | AID 720708; note: % is set by controls: 0 for no effect and ±100 for the full control effect; nearly all actives have a fitted effect of over 45% in size; many of its hits are not listed in these tables
Target sequence (Q8WZA2 whole entry, looked up): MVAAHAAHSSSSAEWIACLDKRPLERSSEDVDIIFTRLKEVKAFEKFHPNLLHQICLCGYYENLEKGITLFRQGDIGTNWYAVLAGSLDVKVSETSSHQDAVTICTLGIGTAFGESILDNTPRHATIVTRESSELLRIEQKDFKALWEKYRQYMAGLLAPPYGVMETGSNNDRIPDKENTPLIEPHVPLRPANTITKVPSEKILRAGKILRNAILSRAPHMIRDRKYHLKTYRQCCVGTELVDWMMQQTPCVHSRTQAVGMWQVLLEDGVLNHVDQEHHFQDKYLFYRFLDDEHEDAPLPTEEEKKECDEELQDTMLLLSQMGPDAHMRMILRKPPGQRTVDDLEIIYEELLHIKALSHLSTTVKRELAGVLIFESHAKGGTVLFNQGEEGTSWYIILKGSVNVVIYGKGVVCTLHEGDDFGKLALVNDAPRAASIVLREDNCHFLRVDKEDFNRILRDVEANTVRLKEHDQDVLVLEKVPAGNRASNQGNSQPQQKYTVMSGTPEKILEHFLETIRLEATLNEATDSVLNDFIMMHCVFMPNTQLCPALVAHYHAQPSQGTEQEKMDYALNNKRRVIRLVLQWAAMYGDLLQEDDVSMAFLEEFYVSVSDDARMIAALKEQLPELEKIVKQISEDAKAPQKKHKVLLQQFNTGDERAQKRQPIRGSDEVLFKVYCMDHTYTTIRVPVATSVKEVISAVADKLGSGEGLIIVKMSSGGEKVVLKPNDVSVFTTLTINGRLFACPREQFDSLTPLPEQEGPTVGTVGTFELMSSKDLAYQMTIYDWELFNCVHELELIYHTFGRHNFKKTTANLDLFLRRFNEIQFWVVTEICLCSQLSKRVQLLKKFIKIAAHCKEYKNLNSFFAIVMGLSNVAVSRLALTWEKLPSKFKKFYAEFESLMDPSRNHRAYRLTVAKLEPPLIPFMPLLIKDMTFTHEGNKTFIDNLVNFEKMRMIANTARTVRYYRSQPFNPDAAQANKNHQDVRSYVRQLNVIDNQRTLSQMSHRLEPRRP
EPAC2 agonist: agonists of human EPAC2 (RAPGEF4); actives 0.079% (n = 360,000); Q8WZA2; EPAC2 activation, biochemical qHTS; response scale: 100% = 6.5 mM cAMP response; AID 720711; Potency, µM (doses to about 154 µM), without a hit: at the highest dose activation, usual class: activators; note: nearly all actives have a fitted effect of over 50% in size
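In this primary screen, activation is scored as increased exchange of BODIPY-GDP from Rap1B by 100 nM EPAC2, with 50 uM GDP as competitor. Signal is normalized to the 6.5 mM cAMP agonist control.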
EPAC1 antagonist: antagonists of human EPAC1 | EPAC1 GEF assay, Rap1b-BODIPY-GDP exchange fluorescence | Potency, µM (series often up to 115 µM), without a hit: top-dose activity change, negative = inhibition, most hits filed as inhibitors | actives 0.14% (n = 360,000);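 note: plate controls were vehicle for no effect and positive control for full effect; nearly all actives have a fitted effect of over 50% in size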
aSyn rescue: inhibitors of alpha-synuclein toxicity in yeast. Potency, µM (top dose mostly 46.1 µM), for the others: at the highest dose growth rescue (activation), usual class: activators. actives 0.14% (n = 370,000). Yeast expressing alpha-synuclein, growth rescue, BacTiter-Glo, 24 h. AID 652106; note: % of control where 0% means no effect; nearly all actives have a fitted effect of over 65% in size
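Readout is rescue of growth in alpha-synuclein-expressing yeast, so inhibitors of toxicity appear as activators. Growth after 24 hr at 30 deg C in galactose medium is quantified by luminescence.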
* = called active by the depositor; i = inactive; u = inconclusive; x = not tested or not shown; [ ] = remark or other dose. Calls come from the whole dose curve; as a rule, active = well fitted curve in the direction sought with a large enough effect; inconclusive = small, poorly fitted or top-dose-only effect, or another doubt; inactive = no such curve, though single readings can be large; an effect the other way counts as inactive or inconclusive. Potency is the fitted concentration of half-maximal effect. These rows are one share of the data; the hit share may differ from the screen's.

SMILES	TDP43 rescue	FUS yeast rescue	PTHR1 agonist	EPAC1 agonist	EPAC2 antagonist	EPAC2 agonist	EPAC1 antagonist	aSyn rescue
CCc1ccc(NC(=S)NC(=O)CC(C)C)cc1	4%[9.22 µM]	-1%	-15%	-12%	4%	-3%	-15%	-1%
CCOc1ccc2nc(NC3=NC(c4ccc(OC)cc4)CC(=O)N3)nc(C)c2c1 (configuration not stated)	-13%	45%	i	u	32µM*	u	50µM*	10%
Cc1cc(NC(=O)CSc2nc3ccsc3c(=O)n2Cc2ccccn2)n[nH]1	0%	43%	-9%[57.5 µM]	13%	-6%	16%	-7%	-4%
O=C(Nc1nncs1)C1CCCC1	-3%	-8%	-2%	-1%	3%	4%	-1%	1%
Cc1cccc(-c2nnc(-c3ccccc3)o2)c1	23%	-20%	-22%	-3%	16%	-10%	-7%	-1%
O=C(Cn1c(-c2cncs2)nc2ccccc21)NCCc1ccccc1	u	-1%	-21%	6%	2%	-1%	1%	-4%
CC(=O)Nc1ccc(Br)cc1C(=O)C(=O)O	2%	x	i	-2%	-3%	-1%	4%	1%
Cc1cccc(-n2c(O)c(C=Nc3ccc4c(c3)OCO4)c3ccccc3c2=O)n1	-12%	33%	-1%[57.5 µM]	-10%	29%	-17%	-5%	-3%
CC(C)CC(NC(=O)C1CCC(C)CC1)C(=O)NCc1cccnc1 (configuration not stated)	13%	20%	-22%[57.5 µM]	9%	7%	2%	10%	2%
O=C1CC2(CCN(C(=O)c3ccccc3Br)CC2)Oc2ccccc21	u	13%	-3%	2%	6%	9%	0%	10%
CCCC(C(=O)NC1CCCC1)N(CC1CCCO1)C(=O)CNS(=O)(=O)c1ccccc1 (configuration not stated)	-3%	25%	-49%[inhibitor]	2%	2%	15%	25%	1%
O=C(/C=C/c1ccccc1Cl)N1CCN(c2ncccn2)CC1	u	x	-4%	-1%	5%	-8%	-2%	2%
COc1cc(OC)c(OC)cc1/C=N/NC(=O)c1cc(-c2cccn2C)n[nH]1	-10%	-7%	i	-8%	7%	6%	0%	x
c1ccc(-c2csc(N3CCCCCC3)n2)cc1	-16%	12%	-9%[57.5 µM]	2%	13%	12%	10%	-6%
COc1ccc(Oc2coc3cc(OC(=O)c4cncc(Br)c4)ccc3c2=O)cc1	-7%	3%	i	0%	1%	-6%	-1%	-3%
CCOC(=O)C(NC(=O)c1ccc(Cl)cc1Cl)(Nc1ccc(C)cc1)C(F)(F)F (configuration not stated)	0%	-25%	i	-11%	8%	0%	-14%	3%
Cc1cccc(CC2CC(=O)N(c3nc4ccccc4s3)C2=O)c1 (configuration not stated)	21%	30%	-4%	-1%	-16%	-7%	-4%	7%
O=C(Nc1ncc(Cl)cn1)c1cccs1	-5%	-13%	-29%[57.5 µM]	0%	8%	1%	8%	-19%
COc1ccc(C(=O)C2CCN(C(=S)NCCc3ccc(OC)c(OC)c3)CC2)cc1	-12%[9.22 µM]	8%	-15%	10%	3%	-8%	-7%	0%
CCOc1ccccc1C(=O)Nc1ccccc1C(N)=O	-11%	27%	13%[57.5 µM]	5%	3%	9%	-4%	-6%
COC(=O)c1cc(NC(=O)CN(C)C2CCS(=O)(=O)C2)cc(C(=O)OC)c1 (configuration not stated)	-19%	x	-17%	-2%	-6%	10%	-2%	-5%
O=C(CSc1nnnn1-c1ccccc1)Nc1ccc(Cl)cn1	-11%	15%	-27%[57.5 µM]	3%	u	-19%	-10%	-1%
CC1Cc2ccccc2N1C(=O)C1CCN(S(=O)(=O)Cc2ccccc2)CC1 (configuration not stated)	5%	4%	-1%	-5%	9%	-4%	6%	1%
COc1ccc(-c2ccc(=O)n(CC(=O)NC3CCc4ccccc43)n2)cc1OC (configuration not stated)	0%	23%	-23%	-5%	2%	-3%	0%	2%
Cc1ccc(N2CCN(S(=O)(=O)c3ccc4c(c3)oc(=O)n4C)CC2C)cc1 (configuration not stated)	20%	14%	-20%	-14%	3%	-8%	11%	9%

Grouped by structure: those above with bromine.
SMILES	TDP43 rescue	FUS yeast rescue	PTHR1 agonist	EPAC1 agonist	EPAC2 antagonist	EPAC2 agonist	EPAC1 antagonist	aSyn rescue
CC(=O)Nc1ccc(Br)cc1C(=O)C(=O)O	2%	x	i	-2%	-3%	-1%	4%	1%
O=C1CC2(CCN(C(=O)c3ccccc3Br)CC2)Oc2ccccc21	u	13%	-3%	2%	6%	9%	0%	10%
COc1ccc(Oc2coc3cc(OC(=O)c4cncc(Br)c4)ccc3c2=O)cc1	-7%	3%	i	0%	1%	-6%	-1%	-3%

Whole records, looked up by structure. Values in the order: TDP43 rescue	FUS yeast rescue	PTHR1 agonist	EPAC1 agonist	EPAC2 antagonist	EPAC2 agonist	EPAC1 antagonist	aSyn rescue
Entry for Cc1ccc(N2CCN(S(=O)(=O)c3ccc4c(c3)oc(=O)n4C)CC2C)cc1 (configuration not stated) → 20%	14%	-20%	-14%	3%	-8%	11%	9%
Entry for Cc1cc(NC(=O)CSc2nc3ccsc3c(=O)n2Cc2ccccn2)n[nH]1 → 0%	43%	-9%[57.5 µM]	13%	-6%	16%	-7%	-4%

Continuation:
SMILES	TDP43 rescue	FUS yeast rescue	PTHR1 agonist	EPAC1 agonist	EPAC2 antagonist	EPAC2 agonist	EPAC1 antagonist	aSyn rescue
C(=C\c1cccc2ccccc12)/c1nnc(-c2cccs2)o1	-11%	-8%	-21%[57.5 µM]	20%	-1%	22%	-1%	-22%
CCOC(=O)c1ccccc1NC(=O)Nc1ccc(OC)c(OC)c1	0%	3%	u	-3%	15%	6%	15%	9%
COc1cc(C(=O)Oc2ccccc2/C=N/NC(=O)c2ccc(C)cc2)cc(OC)c1OC	-20%	28%	i	-1%	27%	-2%	24%	1%
CCCC1(C(=O)OCC)NC(c2ccc(N(C)C)cc2)C2C(=O)N(c3ccc4c(c3)OCCO4)C(=O)C21 (configuration not stated)	14%	u	-14%	-6%	-2%	18%	-2%	2%
Cc1ccccc1C(CC(=O)c1cccs1)C(C#N)C#N (configuration not stated)	18µM*	x	-28%	13%	-20%	6%	-13%	2%
COC(=O)c1ccc(CNC(=O)c2ccc(OC)c(S(=O)(=O)NC3CC3)c2)cc1	0%	1%	i	3%	-5%	10%	7%	-2%
COc1cccc(OC)c1NC(=O)C1CCCN1C(=O)Nc1ccccc1Cl (configuration not stated)	-1%	33%	-19%	6%	-1%	16%	-16%	0%
O=C1CC(NNC(=O)c2ccccc2)C(=O)N1 (configuration not stated)	-1%	-4%	0%[57.5 µM]	-5%	7%[57.1 µM]	3%	5%	-14%
O=C(NC1CC2CCCC(C1)N2C(=O)Nc1ccccc1)C1CC1 (configuration not stated)	-8%	0%	i	6%	0%	7%	17%	-1%
O=[N+]([O-])c1ccc(OCC(O)CN(C2CCCCC2)C2CCCCC2)cc1 (configuration not stated)	0%	x	-19%	4%	-4%	8%	-25%	1%
CCOC(=O)C(NC(C)=O)(Nc1ccc(F)cc1)C(F)(F)F (configuration not stated)	4%	-33%	i	3%	-1%	-14%	-12%	7%
C=CCn1c(SCC(=O)C23CC4CC(CC(C4)C2)C3)nc(O)cc1=O	11%	0%	i	5%	-4%	10%	-1%	-6%
CCOC(=O)c1ccc(S(=O)(=O)N2CCC(N3CCCCC3)CC2)cc1	0%	7%	i	16%	7%	-3%	2%	-2%
CC1CCCC(C)N1CCCNC(=O)c1ccc2c(c1)NC(=O)c1ccccc1S2 (configuration not stated)	-21%	43%	u	-8%	-1%	15%	7%	-1%
Cc1cc2nc(N3C(=O)CNC3=S)sc2cc1C	-31%[inhibitor]	9%	-29%	3%	5%	0%	u	0%
CC(=O)N1c2ccccc2C(C)(c2ccc(C)cc2)CC1(C)C (configuration not stated)	12%	9%	i	x	x	x	x	4%
CCCS(=O)(=O)NCCc1csc(-c2ccc(OC)c(OC)c2)n1	9%	-5%	i	4%	-11%	-2%	-16%	-7%
Cc1ccc(C(OCC(O)CN2CCCCC2)c2ccccc2)cc1 (configuration not stated)	-13%	4%	-3%	2%	4%	2%	-2%	-1%
Cc1ccccc1CN(C)CC(=O)Nc1cccc(S(=O)(=O)N(C)c2ccccc2)c1	-10%	26%	-19%	15%	-7%	7%	-22%	-4%
O=C(CN1C(=O)C2CC=CCC2C1=O)Nc1ccc(F)c(Cl)c1 (configuration not stated)	-6%	-1%	i	-8%	8%	3%	-2%	-1%
CC1CCCN(C(=O)CSc2nnc(-c3cccs3)o2)C1 (configuration not stated)	16%	3%	-4%	19%	2%	-5%	7%	-2%
Cc1ccc(S(=O)(=O)N(C)CC(=O)Nc2nnc(CC(C)C)s2)cc1	17%	28%	-6%	12%	-10%	3%	15%	9%
CCn1c(Cc2ccccc2)nnc1SCC(=O)OC(C)C	-20%	12%	-11%	0%	8%	2%	9%	0%
Cc1cccc(NC(=O)Cn2cc(C(=O)C3CC3)c3ccccc32)c1C	12%	13%	-25%	-5%	5%	3%	-23%	9%
Cc1nc(-c2ccccc2)nc2sc(C(=O)c3ccc(F)cc3)c(N)c12	20%	-5%	i	-2%	-4%	2%	-3%	0%

Reprinted at random: three entries already listed.
SMILES	TDP43 rescue	FUS yeast rescue	PTHR1 agonist	EPAC1 agonist	EPAC2 antagonist	EPAC2 agonist	EPAC1 antagonist	aSyn rescue
Cc1nc(-c2ccccc2)nc2sc(C(=O)c3ccc(F)cc3)c(N)c12	20%	-5%	i	-2%	-4%	2%	-3%	0%
CCCC1(C(=O)OCC)NC(c2ccc(N(C)C)cc2)C2C(=O)N(c3ccc4c(c3)OCCO4)C(=O)C21 (configuration not stated)	14%	u	-14%	-6%	-2%	18%	-2%	2%
Cc1cc2nc(N3C(=O)CNC3=S)sc2cc1C	-31%[inhibitor]	9%	-29%	3%	5%	0%	u	0%

Additional compounds.
SMILES	TDP43 rescue	FUS yeast rescue	PTHR1 agonist	EPAC1 agonist	EPAC2 antagonist	EPAC2 agonist	EPAC1 antagonist	aSyn rescue
COc1cccc(CC(NC(C)=O)C(=O)NC2CCN(S(=O)(=O)c3ccc(NC(C)=O)cc3)CC2)c1OC (configuration not stated)	-8%	7%	i	-2%	2%	8%	-14%	-3%
COCCOC(=O)c1c(C)oc2ccc(O)c(CN3CCC(C)CC3)c12 (tested in a mixture with another compound)	-5%	10%	i	9%	-10%	7%	11%	-8%
CC1(C)CC(=O)c2cc(OCC(=O)NCCCN3CCN(c4ccccc4F)CC3)ccc2O1	-10%	-9%	-11%	8%	-4%	-17%	2%	-4%
O=C(Nc1ccc(Cl)cc1)c1nc[nH]c1C(=O)NCCCCNC(=O)c1[nH]cnc1C(=O)Nc1ccc(Cl)cc1	12%	-11%	-11%	4%	13%	-3%	5%	-9%
C=CCNc1nc2cc(-c3cccc(Cl)c3)sc2c(=O)n1C	0%	-13%	-11%	-5%	2%	8%	0%	-3%
Brc1ccc(-c2cnco2)cc1	x	7%	i	-16%	6%	0%	-20%	-5%
